Screens from PubChem.
OX1R antag-1 = antagonists of human orexin 1 receptor (OX1R). OX1R-expressing cells, FRET antagonist read-out. inhibition, % at 6.6 µM. hit rate 1.8% among 330,000. AID 485270; in the data active = inhibition mostly above about 38%, no sharp cut-off; inactive = mostly below about 40%;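 also: 0% = agonist challenge alone and 100% = reference antagonist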
Target sequence (O43613 whole entry, looked up): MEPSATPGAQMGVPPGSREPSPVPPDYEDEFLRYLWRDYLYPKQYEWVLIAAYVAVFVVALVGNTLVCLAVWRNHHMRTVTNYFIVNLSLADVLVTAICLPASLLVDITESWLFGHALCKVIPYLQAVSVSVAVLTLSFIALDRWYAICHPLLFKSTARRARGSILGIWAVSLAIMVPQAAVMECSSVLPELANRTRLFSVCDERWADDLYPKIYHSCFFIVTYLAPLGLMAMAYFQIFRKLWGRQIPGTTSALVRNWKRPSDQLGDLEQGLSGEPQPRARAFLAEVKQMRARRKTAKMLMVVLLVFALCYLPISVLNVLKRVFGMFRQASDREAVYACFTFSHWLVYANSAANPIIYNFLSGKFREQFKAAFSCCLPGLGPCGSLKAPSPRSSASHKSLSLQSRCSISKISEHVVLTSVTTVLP
OX1R antag-2 = antagonists of human orexin 1 receptor; hit rate 0.43% among 330,000; AID 434989; inhibition, % at 5 µM; CHO/OX1R cells, Fluo-8 calcium fluorescence, orexin A; O43613;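 active = inhibition above its plate's threshold, mean inhibition of all tested compounds on the plate plus 3 SD, cut at about 37% in these data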;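 also: 0% = orexin A challenge wells and 100% = SB-334867-A antagonist wells; not every result past the cut was called active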
STK33 inh = blocks human STK33 kinase activity; hit rate 0.073% among 320,000; Q9BYT3; inhibition, % at 10 µM; purified STK33, MBP phosphorylation, ADP-Glo luminescence;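 active = inhibition at or above 25%, using the most active replicate where run in duplicate; inactive = inhibition below 25%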
Target sequence (Q9BYT3 whole entry, looked up): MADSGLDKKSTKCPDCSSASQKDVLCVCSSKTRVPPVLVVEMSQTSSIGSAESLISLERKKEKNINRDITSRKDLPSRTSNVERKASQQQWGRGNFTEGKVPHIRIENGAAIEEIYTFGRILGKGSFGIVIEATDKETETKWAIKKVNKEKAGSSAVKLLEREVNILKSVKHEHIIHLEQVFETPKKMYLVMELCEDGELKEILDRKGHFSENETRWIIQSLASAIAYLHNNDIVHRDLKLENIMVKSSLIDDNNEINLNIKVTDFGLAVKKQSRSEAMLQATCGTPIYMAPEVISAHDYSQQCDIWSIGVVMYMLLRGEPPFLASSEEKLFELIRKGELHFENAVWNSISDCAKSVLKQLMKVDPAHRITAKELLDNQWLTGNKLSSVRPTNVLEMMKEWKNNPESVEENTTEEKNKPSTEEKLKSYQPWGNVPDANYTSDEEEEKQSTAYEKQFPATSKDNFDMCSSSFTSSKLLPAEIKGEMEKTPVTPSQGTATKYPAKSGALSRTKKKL
* hit, by the source's call; nt = not tested or not shown.

SMILES	OX1R antag-1	OX1R antag-2	STK33 inh
O=C(O)C1CCN(C(=O)Cc2ccccc2)CC1	16	4	-0.7
O=C(Cc1ccccc1)N[C@@H]1c2ccccc2CC[C@@H]1OCc1ccccc1	15	-1	nt
COc1ccc(CC(=O)Nc2cccc(-c3nnc(-c4cccc(C)c4)o3)c2)cc1OC	110*	89*	-0.7
Clc1ccc(C[n+]2cc(-c3ccc(Cl)cc3)n3c2CCC3)cc1	4	-10	-1.7
Cc1ccc(NC(=S)N2CCN(c3ccccn3)CC2)cc1C	-4	-36	-1.4
Cc1cccc(N2CCN(C(=O)C(Cc3ccccc3)n3cccc3)CC2)c1C (stereo not drawn)	8	-39	0.0
CCn1c2ccccc2c2nnc(SCCN3CCOCC3)nc21	33	-25	0.7
COc1cc(N/N=C(\C)c2ccc(O)c(C)c2)nc(-c2ccccc2)n1	13	-27	-1.9
O=C(CSc1nc2ccccc2o1)NCc1n[nH]c(=O)c2ccccc12	23	-12	-0.7
CCc1ccc(NC2=NC(C(=O)c3ccccc3)CC(=O)N2)cc1 (stereo not drawn)	32	3	-0.7
Cc1cccc2cn[nH]c12	5	-3	-1.9
COc1cccc(OC)c1C(=O)Nc1ccc(C(=O)NCc2ccccc2)cc1	9	-2	-0.7
CCOc1ccc(C2C(C(=O)c3ccc(C)o3)=C(O)C(=O)N2c2cc(C)on2)cc1OC (stereo not drawn)	10	-12	-1.4
CNC(=O)Nc1ccc2snnc2c1	18	-3	1.3
O=C(CC(=O)N/N=C/c1ccc(Cl)cc1Cl)NCc1ccccc1	8	-6	-2.0
COc1ccc2cc(C)c(SCC(=O)Nc3cc(C)on3)nc2c1	11	-10	3.9
C(=C\c1cc(/C=C/c2ccccc2)ncn1)/c1ccccc1	13	-17	0.7
O=C(CCc1ccccc1)NNC(=O)Nc1ccccc1	16	-2	-2.2
Cc1ccc(C)n1NC(=O)c1ccco1	2	-2	-1.3
CC(C)OC1(c2ccccc2)OC(=O)c2ccccc21 (stereo not drawn)	26	-14	-0.8
O=C(Cc1c[nH]c2ccccc12)N1CCc2ccccc21	34	-13	-0.3
CCN1C(=O)[C@H]2[C@@H](c3ccc(-c4ccc5c(c4)OCO5)c(OC)c3)N[C@@](CC(C)C)(C(=O)OC)[C@H]2C1=O	35	-16	-1.1
COc1ccc(OC)c(S(=O)(=O)Nc2cccc3ccccc23)c1	29	-6	-0.6
Cc1cccc(OCCC(=O)Nc2ccc(S(=O)(=O)N3CCCC3)cc2)c1	0	-22	-0.6
COc1cc(OC)cc(C(=O)NCC(=O)OCC(=O)/C=C2/N(C)c3ccccc3C2(C)C)c1	25	-7	-3.5

Remaining list, next part.
SMILES	OX1R antag-1	OX1R antag-2	STK33 inh
CN1C2C=C3C(C#N)=C(N)C(C#N)(C#N)[C@@H](c4ccsc4)[C@@H]3C1CC2 (stereo partly drawn)	16	0	2.4
OCCNc1nc2ccc(Cl)cc2[nH]1	10	5	-0.4
Cc1onc(-c2ccccc2)c1C(=O)N1CCN(S(=O)(=O)c2ccc(OC(F)(F)F)cc2)CC1	5	-26	-0.1
Cc1ccc2c(C)[nH]c(=O)cc2c1	20	-4	-0.7
Cc1cccc(OCCC(=O)OC(C)C(=O)Nc2ccc(Cl)cn2)c1 (stereo not drawn)	18	-24	0.7
Cc1ccc(NC(=O)CCN2C(=O)C3C4CCC(C4)C3C2=O)cc1Cl (stereo not drawn)	9	-17	-1.1
COc1ccccc1Oc1ccc(Oc2ccccc2OC)cc1	21	-9	nt
O=C(C1CCC1)N1CCN(Cc2ccccc2)CC1	9	-8	-1.4
NC(=O)COC(=O)c1ccccc1Oc1ccccc1	13	-14	0.1
Cc1cc(C)c(Cn2c(=O)n(CCCC(=O)NCc3ccco3)c(=O)c3ccccc32)c(C)c1	7	-16	-0.1
Nc1nonc1-n1nnc(C(=O)N/N=C/c2cccs2)c1-c1ccc2c(c1)OCO2	15	-31	0.1
Cn1c(O)c(N=Nc2nc(-c3ccccc3)cs2)c2ccccc21	11	-17	0.3
Cc1ccc(-n2cc(CN3CCN(C(=O)c4ncn[nH]4)CC3)c(-c3ccc(F)cc3)n2)cc1	8	-25	-0.9
COc1ccc(NC(=O)C2CCC(=O)N2S(=O)(=O)c2ccc(C)cc2)c(OC)c1 (stereo not drawn)	18	-2	-0.9
COc1ccc(/C=C2\CCCC3C2=NN(C(=O)CSc2ncn[nH]2)C3c2ccc(OC)cc2)cc1 (stereo not drawn)	-5	-17	-1.7
Nc1cc(C(=O)N2CCCC2)cc(C(=O)N2CCCC2)c1	3	5	-0.2
Cc1c(NC(=O)c2ccc(-c3ccc([N+](=O)[O-])cc3Cl)o2)c(=O)n(-c2ccccc2)n1C	63	-24	-2.7
O=C(NCc1cccc(F)c1)C1CCC(=O)N(CC2CCCCC2)C1 (stereo not drawn)	7	-20	0.3
Cc1noc(C)c1NC(=O)Nc1cccc2c1O[C@H](CN(C)C(=O)NC(C)C)[C@@H](C)CN([C@H](C)CO)C2=O	-1	-1	-0.4
O=C(CSc1nnc2n1CCCN2C(=S)Nc1ccc(Cl)cc1)c1ccccc1	7	-8	0.8
O=C(NNC(=S)NCc1ccco1)C(c1ccccc1)c1ccccc1	5	-22	-2.0
CC1CCc2onc(C(=O)NCc3ccco3)c2C1 (stereo not drawn)	25	0	-0.3
CCOC(=O)C1CCN(C(=O)CCS(=O)(=O)Cc2ccccc2)CC1	19	-16	-0.4
COC(=O)c1cn(NC(=O)c2ccc3c(c2)OCO3)c(=O)c2ccccc12	17	-17	-1.1
CNC(=O)C1CC(=O)N/C(=N/N=C(\C)c2cccs2)S1 (stereo not drawn)	9	-17	-1.8

New compounds follow
SMILES	OX1R antag-1	OX1R antag-2	STK33 inh
O=C(C1=C[C@H](c2csc3ccccc23)C[C@H](OCc2ccc(CO)cc2)O1)N1CCCCCCC1	22	-1	0.4
Cc1ccc(OCC(O)CN2CCN(c3ccc(C)cc3)CC2)cc1 (stereo not drawn)	-6	-26	-1.3
O=C(O)CC(c1ccccc1)n1cccc1 (stereo not drawn)	-1	-3	-0.6
CN(C(=O)c1coc(=O)c2ccccc12)c1ccc(F)cc1	1	-18	-1.8
Cc1ccc(-n2nc3c(c2NC(=O)c2ccco2)CS(=O)(=O)C3)cc1C	1	0	-0.6
CS(=O)(=O)N1CCC(CO)(Cc2ccccc2C(F)(F)F)CC1	18	-6	0.5
Nc1ccccc1-c1nc2ccccc2[nH]1	16	-43	0.6
O=C(NC(=S)Nc1ccccc1Br)c1ccc2c(c1)OCO2	18	-15	-0.8
CC(C)C[C@H](NC(=O)c1[nH]cnc1C(=O)N[C@@H](C)C(=O)OC(C)(C)C)C(=O)OCc1ccccc1	16	-49	0.0
CCC1(c2ccccc2)NC(=O)N(CC(=O)NNC(=O)c2ccoc2C)C1=O (stereo not drawn)	5	1	-1.4
N#Cc1cccnc1N1CCN(C(=O)c2cccc3c2C(=O)c2ccc(Cl)cc2S3(=O)=O)CC1	34*	-19	1.4
Cc1ccc(Cl)cc1N1CCN(C(=O)C2CCN(S(=O)(=O)c3c(C)nn(C)c3C)CC2)CC1	12	25	-0.8
CCOc1cc(C(=S)N2CCOCC2)ccc1OS(=O)(=O)c1ccccc1	20	-17	0.5
CCNC(=S)NCCN1CCCCC1	-1	-19	0.6
O=C(Nc1ccn(-c2ccccc2)n1)c1ccc(S(=O)(=O)N2CCCCCC2)cc1	0	-11	-1.7
O=C(NCCCNC(=O)c1cc(Cl)ccc1Cl)c1cnccn1	5	1	-0.5
COc1cccc(CN2C(=O)[C@H]3Cc4c([nH]c5ccccc45)C(C)(C)N3C2=O)c1	12	-26	-0.4
Cc1cc2nccc(-c3ccc(Cl)c([N+](=O)[O-])c3)n2n1	30	-8	-0.8
CNC(=O)NC(=S)NC(=O)c1cccc(Cl)c1	9	-11	-1.4
Cc1cc(C)nc(SCCC(=O)N(C)C)n1	4	-1	2.0
Cc1n[nH]c(C)c1CCCCOc1ccccc1[N+](=O)[O-]	59*	-11	2.3
O=C(CNC(=O)c1ccco1)NCC(=O)OC(C(=O)c1ccccc1)c1ccc(Cl)cc1 (stereo not drawn)	8	-31	-2.9
Nc1nsnc1C(=O)NCCO	5	-5	1.4
COc1ccc(/C=C2/SC(=S)N(NS(=O)(=O)c3ccc(C)cc3)C2=O)cc1	29	-19	0.8
COc1ccc(C(=O)Cn2c(Br)nc3c2c(=O)n(C)c(=O)n3C)cc1OC	18	-12	-0.1

Next part
SMILES	OX1R antag-1	OX1R antag-2	STK33 inh
O=C(NCc1ccccc1)C(c1ccc(O)cc1)N(C(=O)Cn1nnc(-c2cccs2)n1)c1ccc2c(c1)OCCO2 (stereo not drawn)	6	9	-1.3
CCOC(=O)/C=C(\C)Sc1cc(=O)oc2ccccc12	35	-6	0.4
O=C(COC(=O)C1CCN(S(=O)(=O)c2ccccc2C(F)(F)F)CC1)NCc1ccc(F)cc1	19	-17	-2.7
O=C(COc1ccccc1)NCC(c1ccco1)N1CCN(c2ccccc2)CC1 (stereo not drawn)	18	-25	0.5
O=[N+]([O-])c1ccc(O)c(C=Nc2ccc3c(c2)OCCO3)c1	15	-9	0.3
CCCCCCCCCC(=O)N[C@H](CN1CCOCC1)[C@H](O)c1ccccc1	22	-12	0.7
Cc1ccc(OCC(=O)Nc2cccc(S(=O)(=O)N3CCCCCC3)c2)c([N+](=O)[O-])n1	3	-22	0.1
CCOC(=O)/C(C#N)=C/c1ccc(OC(=O)c2ccccn2)cc1	8	-9	4.2
C=CCNC(=O)c1sc(SC)cc1-c1ccc(Cl)cc1	27	-11	0.2
C=C(C)C(=O)OC1(C(F)(F)F)Oc2cc(C)ccc2NC1=O (stereo not drawn)	25	-9	0.5
O=C(Cc1ccccc1F)Nc1ccc(S(=O)(=O)N2CCCC2)cc1	8	5	-2.7
CCOc1ccc(C(=O)N2CCSC2=S)cc1	16	-7	-0.5
Cn1cc([N+](=O)[O-])c(C(=O)Nc2ccc3c(c2)OCCO3)n1	21	-12	5.1
CCOc1ccc(CNc2ccc3c(c2)ncn3C)cc1	20	-18	0.3
CCc1ccc(N/C(N)=N/c2nc(CSc3ccccn3)cc(=O)[nH]2)cc1	19	-5	-0.9
CCc1nc2ccccc2c(C(=O)OCC(=O)Nc2cccc(S(=O)(=O)NC3=NCCCCC3)c2)c1C	19	-19	0.8
Cc1ccc(S(=O)(=O)N2CCCCC2C(=O)Nc2nncs2)cc1 (stereo not drawn)	4	-13	-1.9
CCN(CC)CC(O)Cn1c(-c2ccccc2Cl)nc2ccccc21 (stereo not drawn)	5	-22	-0.2
COc1ccc(NC(=O)OC(C)C)cc1	1	6	-1.1
Cc1nc(-c2ccccc2)sc1C(=O)Nc1ccc(S(N)(=O)=O)cc1	2	-9	-0.1
Cc1ccc(S(=O)(=O)N[C@H](C(=O)N2CCC(C(=O)N[C@@H](CCC(N)=O)C(=O)O)CC2)C(C)C)cc1	7	-9	-0.8
Cc1cc(N/C=C/C(=O)c2cccc3ccccc23)no1	28	-7	0.1
COc1ccc(S(=O)(=O)N2CCN(C(=O)NCc3ccccc3)CC2)cc1	0	-1	3.2
COCC(=O)Nc1cc([N+](=O)[O-])ccc1C	40	-8	-1.3
COc1c(N2CCN[C@H](C)C2)c(F)cc2c(=O)c(C(=O)O)cn(C3CC3)c12	23	-13	-1.7

(list continues)
SMILES	OX1R antag-1	OX1R antag-2	STK33 inh
COc1ccc(NC(=O)COC(=O)CCOc2ccccc2C)cc1Cl	21	-14	-0.2
CN(CC(=O)NCc1ccc(F)cc1)Cc1cccc(Cl)c1	2	-16	-1.2
CCCCOc1ccc(N(CC(=O)NCc2ccco2)C(=O)CCC(=O)Nc2nccs2)cc1	7	-23	-0.7
CCN(CCCNC(=O)CCn1c(=O)[nH]c2ccsc2c1=O)c1ccccc1	6	-23	-1.4
Cc1cccc(NC(=O)c2cccc(S(=O)(=O)N(C)c3ccccc3)c2)n1	12	-21	nt
Cc1ccc(S(=O)(=O)N(C)c2ccc(C(=O)NCc3cccnc3)cc2)cc1	7	-13	-0.1
Nc1nc(NCCO)nc(N2CCCCCC2)c1[N+](=O)[O-]	20	-10	1.8
C/C(=N\Nc1ccc(F)cc1)c1ccncc1	16	-4	nt
NC(=O)CC(NC(=O)Cc1ccc(Br)cc1)c1ccc(NCCN2CCOCC2)c([N+](=O)[O-])c1 (stereo not drawn)	19	2	1.5

11 entries from above, sorted by heavy-atom count, rising:
SMILES	OX1R antag-1	OX1R antag-2	STK33 inh
COc1ccc(NC(=O)OC(C)C)cc1	1	6	-1.1
COCC(=O)Nc1cc([N+](=O)[O-])ccc1C	40	-8	-1.3
C/C(=N\Nc1ccc(F)cc1)c1ccncc1	16	-4	nt
Cc1cc(N/C=C/C(=O)c2cccc3ccccc23)no1	28	-7	0.1
CN(CC(=O)NCc1ccc(F)cc1)Cc1cccc(Cl)c1	2	-16	-1.2
Cc1nc(-c2ccccc2)sc1C(=O)Nc1ccc(S(N)(=O)=O)cc1	2	-9	-0.1
COc1ccc(NC(=O)COC(=O)CCOc2ccccc2C)cc1Cl	21	-14	-0.2
COc1ccc(S(=O)(=O)N2CCN(C(=O)NCc3ccccc3)CC2)cc1	0	-1	3.2
Cc1ccc(S(=O)(=O)N(C)c2ccc(C(=O)NCc3cccnc3)cc2)cc1	7	-13	-0.1
CCCCOc1ccc(N(CC(=O)NCc2ccco2)C(=O)CCC(=O)Nc2nccs2)cc1	7	-23	-0.7
Cc1ccc(S(=O)(=O)N[C@H](C(=O)N2CCC(C(=O)N[C@@H](CCC(N)=O)C(=O)O)CC2)C(C)C)cc1	7	-9	-0.8

Given with bars between the fields: 2 of the compounds above.
smiles | OX1R antag-1 | OX1R antag-2 | STK33 inh
COc1ccc(NC(=O)COC(=O)CCOc2ccccc2C)cc1Cl | 21 | -14 | -0.2
Cc1cccc(NC(=O)c2cccc(S(=O)(=O)N(C)c3ccccc3)c2)n1 | 12 | -21 | nt
